Yeast lifespan up: extends the lifespan of yeast; inhibition of the nicotinamide effect, % at 10 µM; AID 775; S. cerevisiae growth with nicotinamide, OD615; deaD strain in restrictive glucose medium; 130,000 compounds, 0.68% hits;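 active = inhibition above a set limit, placed 3 SD over the median of all compounds, cut at about 26% in these data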;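 note: 0% = nicotinamide-treated wells and 100% = cells grown without nicotinamide; some compounds called inactive have numbers as strong as hits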
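assay system = DeaD-strain S. cerevisiae | measured by = absorbance at 615 nm | probe or stimulus = nicotinamide 1.5 mM | buffer or medium = CSMM-D glucose medium, restrictive | times = 48 h at 30 °C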
E-sel TNF inh: blocks E-selectin expression induced by TNF alpha; AID 1246; 120,000 compounds, 0.71% hits; inhibition, % at 2 µM; HUVEC TNFa-induced E-selectin immunofluorescence, high content;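 active = inhibition above the batch mean plus 3 SD, and confirmed as a hit on visual image review, cut at about 43% in these data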;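 note: 0% = TNF-stimulated DMSO wells and 100% = unstimulated control wells; not every result past the cut was called active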
Measles CPE: protection of cells from measles virus | protection (pct of control), % at 4 µM | Measles virus-infected cells, CPE protection, absorbance | 140,000 compounds, 1.5% hits | AID 841; in the data active = protection mostly above about 24%, no sharp cut-off; inactive = mostly below about 26%; note: some compounds called inactive have numbers as strong as hits
BB579 growth dn: chemicals that inhibit yeast BB579 growth in restrictive medium (lifespan-shortening candidates); S. cerevisiae BB579 growth, OD615, 48 h; inhibition, % at 10 µM; 140,000 compounds, 0.51% hits;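 active = inhibition above a set limit, 3 SD over the mean compound inhibition, cut at about 44% in these data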; note: inactives centre near -24
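Test system: Saccharomyces cerevisiae DeaD strain BB579, replicative lifespan model yeast | Buffer or medium: Restrictive CSMM-D medium | Doses: One dose, 10 µM compound with 0.25% DMSO | Incubation: 48 h exposure, 30 °C | Detection: Culture absorbance at 615 nm | Control set: Amphotericin B at 10 µg/mL as positive control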
Phagocytosis inh: macrophage phagocytosis inhibition; J774A.1 macrophage IgG-bead phagocytosis, imaging; inhibition, % at 5 µM; 110,000 compounds, 0.07% hits;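 active = inhibition above the mean of the plate negative controls plus 5 SD, cut at about 13% in these data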;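 note: phagocytic index as fraction of beads internalized from green versus red external bead signal; plate controls were DMSO negative control for no effect and cytochalasin-D positive control for full effect; some results beyond the cut were filed as inactive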
NPY Y2 blocker: antagonists of human neuropeptide Y receptor Y2; NPY-Y2 expressing cells, antagonist mode; inhibition, % at 2.7 µM; 140,000 compounds, 0.99% hits; AID 793; in the data active = inhibition above about 17%;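 note: 0% = vehicle with agonist challenge and 100% = reference antagonist with challenge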
Target sequence (P49146 whole entry, looked up): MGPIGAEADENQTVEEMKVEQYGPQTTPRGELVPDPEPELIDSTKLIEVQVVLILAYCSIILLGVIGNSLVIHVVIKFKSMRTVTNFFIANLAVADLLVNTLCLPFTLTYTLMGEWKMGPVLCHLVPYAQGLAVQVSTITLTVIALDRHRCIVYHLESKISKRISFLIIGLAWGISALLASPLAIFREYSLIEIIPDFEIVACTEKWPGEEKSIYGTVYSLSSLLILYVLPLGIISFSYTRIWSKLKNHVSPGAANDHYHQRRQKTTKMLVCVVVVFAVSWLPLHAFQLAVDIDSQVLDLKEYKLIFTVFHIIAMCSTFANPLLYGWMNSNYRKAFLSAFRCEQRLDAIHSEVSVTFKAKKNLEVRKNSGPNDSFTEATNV
MRP1 act: MRP-1 activation | H69AR cells + doxorubicin, viability rescue, CellTiter-Glo | viability increase, % at 10 µM | 140,000 compounds, 0.61% hits | AID 799;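 active = viability gain under doxorubicin at or above a set limit, the compound median plus 3 SD, cut at about 4.7% in these data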;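 note: MRP-1 overexpressing cells given doxorubicin 25 µM after compound pretreatment; 18-22 h compound pretreatment then 72 h with doxorubicin before readout; 0% = doxorubicin-only wells and 100% = vehicle-treated cells without doxorubicin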
HCT116 PTEN-null: PTEN-deleted cell growth suppression; HCT116 PTEN-null viability, CellTiter-Glo, 60 h; stronger effect = lower value; viability, % at 10 µM; 140,000 compounds, 1.2% hits; AID 827;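 active = viability at or below a set limit, 4 SD under the median of all tested compounds, cut at about 3.7% in these data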;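 note: PTEN knockout HCT116 line with beta catenin targeted HCT116 as companion control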
bCat KO growth: beta-catenin-lacking colon tumor cell growth suppression | AID 818 | viability, % at 10 µM | HCT116 beta-catenin knockout viability, CellTiter-Glo, 60 h; stronger effect = lower value | 140,000 compounds, 1.5% hits;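 active = viability at or under a set limit, the compound median less 4 SD, cut at about 6% in these data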;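 note: 0% = Hyamine 1622 control at 20 µM and 100% = untreated cell control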
GALR2 antag: GALR2 (human) receptor antagonism; inhibition, % at 4 µM; GALR2-expressing cells, antagonist mode; O43603; 140,000 compounds, 0.39% hits; AID 828; in the data active = inhibition above about 27%;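 note: cells stimulated with galanin 1-16 at roughly its EC80; 0% = agonist challenge control and 100% = basal control without agonist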
Target sequence (O43603 whole entry, looked up): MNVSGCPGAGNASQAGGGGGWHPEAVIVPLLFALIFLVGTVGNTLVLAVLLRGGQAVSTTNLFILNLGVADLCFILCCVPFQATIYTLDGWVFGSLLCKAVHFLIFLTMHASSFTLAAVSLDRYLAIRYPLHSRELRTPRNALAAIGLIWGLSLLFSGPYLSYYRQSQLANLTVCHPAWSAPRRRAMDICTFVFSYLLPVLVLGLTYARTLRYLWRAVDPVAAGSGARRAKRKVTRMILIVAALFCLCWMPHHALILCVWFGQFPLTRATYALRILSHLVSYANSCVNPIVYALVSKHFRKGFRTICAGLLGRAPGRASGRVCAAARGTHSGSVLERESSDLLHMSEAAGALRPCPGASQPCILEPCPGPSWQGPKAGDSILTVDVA
* = called active by the depositor; nt = not tested or not shown.

SMILES	Yeast lifespan up	E-sel TNF inh	Measles CPE	BB579 growth dn	Phagocytosis inh	NPY Y2 blocker	MRP1 act	HCT116 PTEN-null	bCat KO growth	GALR2 antag
O=C(Nc1ccc(Br)cc1)C1CC=CCC1C(=O)OCC1CCCO1 (stereo not given)	-2	2	4	-65	0	4	-0.1	100	95	-1
O=C(Cn1cc(C(F)(F)F)ccc1=O)N1CCN(S(=O)(=O)c2ccccc2)CC1	-16	4	2	-8	nt	1	-2.8	96	84	-11
COc1ccc(C(=O)NC2CCCCC2)cc1S(=O)(=O)N1CCCC1	-17	11	5	-48	-1	2	-2.9	93	82	-5
CCOc1ccc2c(c1)C(c1ccc(C)cc1)=NNC(c1ccc(OC)cc1)=N2	-16	nt	4	-49	-2	3	0.1	77	97	-6
CCN(CC(=O)Nc1ccccc1Br)Cc1nc2ccccc2c(=O)[nH]1	-20	-1	5	-24	nt	0	-3.7	90	88	-2
CCOC(=O)N1CCN(S(=O)(=O)c2ccc(OC)c(Cl)c2Cl)CC1	2	-4	16	-45	6	1	-1.3	88	91	2
O=C(O)c1cccc(Nc2ncnc3ccccc23)c1	-3	nt	17	-2	0	4	0.5	97	100	15
CC(=O)C1=C(O)C(=O)N(CCc2c[nH]c3ccccc23)C1c1cccc(O)c1 (stereo not given)	-15	6	25*	-5	nt	0	-0.7	88	96	3
CCn1ncc(/C=C/C(=O)NCc2cn(C)nc2C)c1C	-12	-19	6	-15	nt	2	-2.7	97	87	5
CC(c1nnc(Sc2nnnn2-c2ccccc2)n1-c1ccc(F)cc1)N(C)C (stereo not given)	4	16	20	-9	-2	1	-3.2	76	78	6
O=C(CC1CS(=O)(=O)CC1CC(=O)Oc1ccccc1F)Oc1ccccc1F (stereo not given)	1	20	6	1	0	6	-1.5	98	106	4
O=c1c2cc(Cl)ccc2[nH]c(=S)n1Cc1ccccn1	0	nt	36	-19	0	2	1.0	95	91	2
CC(O)c1nc2ccccc2n1C/C=C/c1ccccc1 (stereo not given)	-13	-17	25	-50	nt	7	-1.3	88	83	-7
Cc1sc2ncnc(OCC(=O)N3CCN(S(=O)(=O)c4ccccc4)CC3)c2c1C	-6	-23	8	-11	nt	2	-2.3	94	89	-7
Cc1ccc(C(=O)CSc2nc(C)cc(=O)[nH]2)cc1	15	4	18	-15	nt	5	-2.1	93	88	6

Arranged by formula weight (rising): 9 of the compounds above
SMILES	Yeast lifespan up	E-sel TNF inh	Measles CPE	BB579 growth dn	Phagocytosis inh	NPY Y2 blocker	MRP1 act	HCT116 PTEN-null	bCat KO growth	GALR2 antag
CC(O)c1nc2ccccc2n1C/C=C/c1ccccc1 (stereo not given)	-13	-17	25	-50	nt	7	-1.3	88	83	-7
CCn1ncc(/C=C/C(=O)NCc2cn(C)nc2C)c1C	-12	-19	6	-15	nt	2	-2.7	97	87	5
O=c1c2cc(Cl)ccc2[nH]c(=S)n1Cc1ccccn1	0	nt	36	-19	0	2	1.0	95	91	2
COc1ccc(C(=O)NC2CCCCC2)cc1S(=O)(=O)N1CCCC1	-17	11	5	-48	-1	2	-2.9	93	82	-5
CCOC(=O)N1CCN(S(=O)(=O)c2ccc(OC)c(Cl)c2Cl)CC1	2	-4	16	-45	6	1	-1.3	88	91	2
O=C(Nc1ccc(Br)cc1)C1CC=CCC1C(=O)OCC1CCCO1 (stereo not given)	-2	2	4	-65	0	4	-0.1	100	95	-1
CCN(CC(=O)Nc1ccccc1Br)Cc1nc2ccccc2c(=O)[nH]1	-20	-1	5	-24	nt	0	-3.7	90	88	-2
O=C(CC1CS(=O)(=O)CC1CC(=O)Oc1ccccc1F)Oc1ccccc1F (stereo not given)	1	20	6	1	0	6	-1.5	98	106	4
Cc1sc2ncnc(OCC(=O)N3CCN(S(=O)(=O)c4ccccc4)CC3)c2c1C	-6	-23	8	-11	nt	2	-2.3	94	89	-7

(more compounds)
SMILES	Yeast lifespan up	E-sel TNF inh	Measles CPE	BB579 growth dn	Phagocytosis inh	NPY Y2 blocker	MRP1 act	HCT116 PTEN-null	bCat KO growth	GALR2 antag
COC(=O)C1=C(C)OC(N)=C(C#N)C1c1cc(OC)c(OCC(N)=O)cc1Cl (stereo not given)	-12	-27	5	-11	nt	0	-0.2	110	104	2
CN(C)c1nc(C(=O)NN)nc(N(C)C)n1	-13	nt	4	0	1	-3	1.0	102	106	2
CCCCC(=O)Nc1ccc(C(=O)NNC(=O)c2cccs2)cc1	-2	nt	17	-38	-5	0	-0.9	91	91	1
COc1ccc(-c2nn(-c3ccccc3)cc2C(=O)OCC(=O)c2ccc(C)c([N+](=O)[O-])c2)cc1	1	nt	24	-15	-10	0	-0.5	64	77	-1
CC(C)(C)c1ccc(-c2nc(-c3ccncc3)no2)cc1	nt	-19	14	68*	nt	7	6.2*	59	45	-6
CCN(CC)CCNC(=O)c1ccc(NC2=NC3CS(=O)(=O)CC3S2)cc1 (stereo not given)	-3	23	2	-15	-1	-1	0.4	105	92	-5
CCN(CC)S(=O)(=O)c1ccc(NS(=O)(=O)c2cccc(C)c2)cc1	-3	-7	11	-42	0	3	-4.0	90	103	5
Cc1cccn2c(=O)c3cc(C#N)c(=O)n(CCCN4CCOCC4)c3nc12	-22	19	5	-34	2	0	-4.0	82	76	-11
COc1cc(=O)n(C)c2ccccc12	-21	-14	18	-13	2	2	-2.6	99	96	-11
COc1ccc(C(=O)c2ccc(OC)c(OC)c2)cc1	-14	-4	8	-4	0	4	-5.5	95	101	-4
COC(=O)c1ccc2nc(C(F)(F)F)[nH]c2c1	-3	nt	14	-35	-2	2	1.6	93	92	-5
COc1cc(NC(=O)COC(=O)CNC(=O)c2cc(C)cc(C)c2)c(C)cc1[N+](=O)[O-]	0	-3	8	-27	2	-1	-1.4	92	83	3
O=C(c1ccco1)c1cc2c(ccc3ccccc32)oc1=O	-9	3	9	-13	0	2	-1.3	105	96	2
COc1ccc(CC(=O)N2CCOCC2)cc1	nt	-1	7	-8	nt	-4	-1.3	101	99	-15
O=C(CN(C(=O)Cn1nnc(-c2cccs2)n1)c1ccc2c(c1)OCCO2)NCC1CCCO1 (stereo not given)	-6	-21	1	-10	-1	3	0.7	104	91	-3
Nc1nc(-c2ccco2)c(-c2ccco2)s1	-15	14	29	-58	0	0	-1.5	106	112	-8
O=C(NCCc1ccc(F)cc1)c1cccs1	nt	-2	6	-40	nt	2	-0.1	92	95	0
O=c1[nH]n2c(=O)c3c([nH]c2c1N=Nc1ccccc1)CCC3	3	nt	9	-31	-5	2	0.7	103	102	4
CCN(CC)S(=O)(=O)c1cccc(S(=O)(=O)N2CCCCC2)c1	-19	nt	1	13	0	4	-2.4	79	77	-2
C=CCNC(=S)Nc1cccc2ccccc12	-2	33	21	8	-1	2	-4.0	101	104	11
c1ccc(-c2nc(-c3cccs3)[nH]c2-c2ccccc2)cc1	-20	-2	13	-31	nt	-2	-2.6	68	74	2
Cc1ccc(C)c(N(CC(=O)NCc2ccc3c(c2)OCO3)C(=O)CCC(=O)Nc2ccccn2)c1	1	-32	11	-8	nt	5	-2.5	79	84	-8
O=C(CN1CCN(CC(=O)Nc2ccccn2)CC1)Nc1ccccn1	1	2	3	10	0	-1	-2.4	94	94	10
Cc1ccccc1NC(=O)C1Cc2ccccc2CN1C(=O)OCc1ccccc1 (stereo not given)	2	-40	9	-26	nt	7	-1.7	96	85	11
Cc1cc(C)n2nc(SCCC(=O)NCCc3ccccc3)nc2n1	-6	12	20	-31	-1	3	-2.2	97	95	-11
Cc1cc(NC(=O)C2CCCCC2)nc2c1c(=O)oc1ccccc12	-13	-20	10	-34	nt	-2	1.6	92	91	-13
COc1ccc(NC(=O)CSc2nnc(-c3cccs3)n2C)cc1OC	-8	-7	8	-43	1	2	-0.4	106	93	4
COc1ccc(N2C(=O)C(CC(=O)Nc3ccc(F)cc3)N(CCc3cccs3)C2=O)cc1 (stereo not given)	-1	nt	7	-24	-7	2	5.4*	84	87	-6
CCN1CCN(C(c2cccs2)C(C)NC(=O)CC(C)C)CC1 (stereo not given)	-9	nt	3	-57	2	1	-0.9	117	95	6
COc1ccc(/C=C2/SC(=O)N(CC(=O)Nc3cc(C)on3)C2=O)cc1OC	0	nt	23	-36	nt	4	0.0	90	89	-5
COc1ccc(-n2ncc3c(=O)n(CC(=O)Nc4ccc(S(=O)(=O)N5CCOCC5)cc4)cnc32)cc1	2	nt	60*	-36	-7	-1	0.9	90	84	-10
O=C(NCCCN1CCOCC1)Nc1ccc(Cc2ccc(NC(=O)NCCCN3CCOCC3)cc2)cc1	0	-14	5	-40	-3	1	-2.1	99	105	5
COc1ccc(NC(=O)C(CC(C)C)NC(=O)c2ccccc2C)cn1 (stereo not given)	-1	-13	6	-17	-1	2	-1.3	99	95	-10
Cn1c(N2CCC(C(N)=O)CC2)nc2c1c(=O)n(Cc1ccc(Cl)cc1)c(=O)n2C	-5	nt	10	-29	1	3	-1.0	94	91	6
O=C(CSc1nc2ccccc2c(=O)n1-c1ccccc1)N1CCCC1	-11	18	7	-49	0	4	-2.5	91	93	11
Cc1cccc(NC(=O)CSc2ncnc3nc[nH]c23)c1	-5	16	17	-27	nt	7	-1.4	88	94	-10
Cc1cccc(CC(=O)N2CCN=C2SCc2ccc([N+](=O)[O-])cc2)c1	-2	16	35	-10	2	2	-3.9	49	53	4
CCCCC(NC(C)=O)c1nc2ccccc2[nH]1 (stereo not given)	-2	nt	30	-10	1	1	-1.6	105	98	10
COc1ccc2[nH]c(=O)c(CN(CCO)C(=O)c3ccccc3F)cc2c1	-15	-9	11	-36	0	1	-1.1	90	98	-1
Cc1ccc(OCCNC(=O)c2ccccc2N)cc1	-5	nt	11	-32	nt	4	-0.6	96	101	9
Cc1sc(C(=O)NCc2cccnc2)c2nc(C)n(CC(=O)NCc3cccnc3)c(=O)c12	-5	22	19	-7	-2	-2	0.2	103	94	8
COc1ccc(-c2c(C#N)c(N)nc3c2c(=O)n(C)c(=O)n3C)cc1	nt	-17	12	-50	nt	0	-2.4	103	97	0
Cc1cc(C(=O)N/N=C/c2ccc(-c3ccccc3Cl)o2)n[nH]1	11	nt	12	-8	nt	1	-2.1	85	91	-3
COc1ccc(-c2cn[nH]c2N)c(OC)c1	-13	-1	1	-70	-1	1	-0.8	105	105	-2
COC(=O)CCCCCc1ccc(C(C)=O)s1	-7	10	7	-37	-1	5	1.4	104	103	2

Screening results deposited in PubChem by several laboratories.
